Screening data as filed in PubChem BioAssay.
Tb PGK inh – T. brucei PGK inhibition; Potency, µM (top dose mostly 57.5 µM), for inactives: top-dose activity change, negative = inhibition, most hits filed as inhibitors; 380,000 compounds, 0.043% hits; PGK/GAPDH coupled, Kinase-Glo luminescence, 60 min; note: nearly all actives have a fitted effect of over 60% in size
Target sequence (P07378 whole entry, looked up): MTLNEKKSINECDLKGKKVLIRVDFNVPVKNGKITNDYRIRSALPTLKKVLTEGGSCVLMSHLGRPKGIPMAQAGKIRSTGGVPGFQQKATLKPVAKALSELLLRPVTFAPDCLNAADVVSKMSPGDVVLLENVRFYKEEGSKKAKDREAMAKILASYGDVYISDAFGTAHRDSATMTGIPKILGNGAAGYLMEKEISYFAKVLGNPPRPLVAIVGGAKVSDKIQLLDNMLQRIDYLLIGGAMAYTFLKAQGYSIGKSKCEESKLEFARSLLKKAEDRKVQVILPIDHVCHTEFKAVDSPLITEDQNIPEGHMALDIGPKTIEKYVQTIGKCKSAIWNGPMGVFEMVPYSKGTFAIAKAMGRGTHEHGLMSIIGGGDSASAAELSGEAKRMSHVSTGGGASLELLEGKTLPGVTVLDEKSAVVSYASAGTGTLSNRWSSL
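Luminescent ATP detection (Kinase-Glo Plus) follows a 60-minute room-temperature incubation, with wells lacking PGK as controls. Buffer: 100 mM TEA (pH 7.6), 5 mM MgCl2, 0.01% Tween-20. Coupling enzyme GAPDH (100 nM final) supplies unstable 1,3-BPG in-well.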
GLS inh – blocks human kidney-isoform glutaminase activity. O94925. AID 624170. GLS enzymatic activity, qHTS titration. Potency, µM (top dose mostly 45.5 µM), for inactives: at the highest dose activity change, negative = inhibition, hits mostly inhibitors. 410,000 compounds, 0.21% hits
Target sequence (O94925 whole entry, looked up, canonical isoform): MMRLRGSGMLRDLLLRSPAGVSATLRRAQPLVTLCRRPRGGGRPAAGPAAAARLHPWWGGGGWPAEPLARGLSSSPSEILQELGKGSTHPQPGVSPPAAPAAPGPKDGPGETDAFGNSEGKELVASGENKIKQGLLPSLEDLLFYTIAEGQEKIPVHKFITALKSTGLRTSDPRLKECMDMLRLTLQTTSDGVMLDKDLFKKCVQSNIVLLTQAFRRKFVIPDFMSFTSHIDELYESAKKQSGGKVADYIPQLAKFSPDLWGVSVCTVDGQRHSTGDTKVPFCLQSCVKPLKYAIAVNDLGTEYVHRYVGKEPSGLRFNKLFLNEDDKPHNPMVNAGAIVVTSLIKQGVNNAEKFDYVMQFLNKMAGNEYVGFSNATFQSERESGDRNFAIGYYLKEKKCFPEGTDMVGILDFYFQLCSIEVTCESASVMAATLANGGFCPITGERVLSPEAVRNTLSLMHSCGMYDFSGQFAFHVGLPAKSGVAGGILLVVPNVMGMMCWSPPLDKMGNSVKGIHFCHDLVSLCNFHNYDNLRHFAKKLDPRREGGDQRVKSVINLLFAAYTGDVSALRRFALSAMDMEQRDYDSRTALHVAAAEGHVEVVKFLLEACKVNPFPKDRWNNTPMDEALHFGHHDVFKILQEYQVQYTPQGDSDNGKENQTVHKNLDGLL
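hKGA; 45 mM KH2PO4 pH 8.2 + 0.02% Tween-20; cpd via pin tool; 1 mM Gln soln; GluOx/HRP/Amplex Red; RT 30 min; fluor. t0 & final.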
Active calls of the source: *; i = inactive; ? = inconclusive. Calls come from the whole dose curve; as a rule, active = well fitted curve in the direction sought with a large enough effect; inconclusive = small, poorly fitted or top-dose-only effect, or another doubt; inactive = no such curve, though single readings can be large; an effect the other way counts as inactive or inconclusive. % is set by controls: 0 for no effect and ±100 for the full control effect; potency is the fitted concentration of half-maximal effect. Not all compounds are listed; rates above refer to the full screens.

COc1ccc([C@H]2C[C@H](O)[C@@H](n3cc(C4CC4)nn3)CN2Cc2cccs2)cc1
  Tb PGK inh: 3%
  GLS inh: 20%

Cc1c(NC(=O)CSc2nnc(-c3ccccc3F)o2)c(=O)n(-c2ccccc2)n1C
  Tb PGK inh: -7%
  GLS inh: 6%

CN1C(=O)[C@H]2[C@@H](c3ccccc3)N[C@]3(CCCN(Cc4ccco4)C3=O)[C@H]2C1=O
  Tb PGK inh: -5%
  GLS inh: -9%

COc1ccc(/C=C/C(=O)OCC(=O)N2c3ccccc3CC2C)c(OC)c1 (configuration not stated)
  Tb PGK inh: i
  GLS inh: -2%

CC1=C(C(=O)N(C)C)CC(CC(=O)NCCCCc2ccccc2)C(=O)N1CCC1=CCCCC1 (configuration not stated)
  Tb PGK inh: -5%
  GLS inh: 0%

COc1ccc(S(=O)(=O)N2CCC(C(=O)N[C@@H](C)C(=O)NCc3ccccn3)CC2)cc1
  Tb PGK inh: 5%
  GLS inh: -5%

CCN(CC(=O)Nc1ccc(NC(C)=O)cc1)CC(=O)Nc1cccc2ccccc12
  Tb PGK inh: 0%
  GLS inh: -3%

C[C@@H]1CN([C@@H](C)CO)C(=O)CCCn2nncc2CO[C@H]1CN(C)S(=O)(=O)c1cccs1
  Tb PGK inh: -5%
  GLS inh: 0%

CCCC#Cc1ccc2c(c1)O[C@H](CN(C)S(=O)(=O)c1cccc(OC)c1)[C@H](C)CN([C@H](C)CO)S2(=O)=O
  Tb PGK inh: -4%
  GLS inh: 0%

C[C@H](CO)N1C[C@H](C)[C@@H](CN(C)C(=O)c2ccccn2)Oc2cc(Br)ccc2S1(=O)=O
  Tb PGK inh: -5%
  GLS inh: -6%

O[C@@H]1CN(CC2CCCCC2)[C@@H](c2ccc(Cl)cc2)C[C@H]1n1cc(-c2ccc(F)cc2)nn1
  Tb PGK inh: -2%
  GLS inh: -7%

COc1ccc(-n2c(-c3ccc(C(C)(C)C)cc3)n[nH]c2=S)c(OC)c1
  Tb PGK inh: -1%
  GLS inh: ?

COc1ccc2nc(-c3ccccn3)ccc2c1
  Tb PGK inh: -13%
  GLS inh: -3%

CCN(CC(=O)Nc1ccc(NC(C)=O)cc1)C(=O)C1CC1
  Tb PGK inh: 0%
  GLS inh: -1%

CC(C)(C)OC(=O)N1CCN(C(=O)c2[nH]cnc2C(=O)Nc2ccccc2F)CC1
  Tb PGK inh: -4%
  GLS inh: -6%

O=C(CSc1ccccc1F)NCC(c1ccco1)N1CCCCC1 (configuration not stated)
  Tb PGK inh: 5%
  GLS inh: 1%

CCN(CC)S(=O)(=O)c1ccc(N2CC(C(=O)NCc3ccco3)CC2=O)cc1 (configuration not stated)
  Tb PGK inh: i
  GLS inh: 2%

N=C1CCCC1C(=S)SCCC(N)=O (configuration not stated)
  Tb PGK inh: -9%
  GLS inh: 15%

O=C(c1cccs1)N1C[C@H](n2cc(-c3ccc(F)cc3)nn2)[C@@H](O)C[C@@H]1c1ccc(Cl)cc1
  Tb PGK inh: -6%
  GLS inh: 1%

C[C@@H]1CN([C@@H](C)CO)C(=O)CCCn2nncc2CO[C@H]1CN(C)S(=O)(=O)c1ccccc1F
  Tb PGK inh: 5%
  GLS inh: 4%

CC(C)CC1C(=O)N(Cc2cn(CCC3OCCO3)nn2)CCS(=O)(=O)N1Cc1ccc(-c2ccc(F)nc2)cc1 (configuration not stated)
  Tb PGK inh: -9%
  GLS inh: -4%

Cc1ccc(C)c(S(=O)(=O)Nc2ccc(C(=O)N3CCOCC3)cc2)c1
  Tb PGK inh: -9%
  GLS inh: -3%

C[C@H]1CN([C@@H](C)CO)C(=O)c2cc(Br)cnc2O[C@H]1CN(C)C(=O)Cc1ccccn1
  Tb PGK inh: -7%
  GLS inh: -4%

c1ccc(CNCc2ccc(CNCc3ccccc3)cc2)cc1
  Tb PGK inh: -9%
  GLS inh: -1%

C[C@@H]1CN([C@@H](C)CO)C(=O)c2cc(Br)cnc2O[C@H]1CN(C)S(=O)(=O)c1ccccc1
  Tb PGK inh: -8%
  GLS inh: -4%

O[C@H]1C[C@H](c2ccc(Cl)cc2)N(CC2CCCCC2)C[C@@H]1n1cc(-c2ccc(F)cc2)nn1
  Tb PGK inh: -8%
  GLS inh: -9%

O=C1NCCN(CC2CCN(CCc3ccccc3)CC2)C1=O
  Tb PGK inh: 1%
  GLS inh: 2%

CCOC(=O)C1=C(COC(=O)/C=C/c2ccc(F)cc2)NC(=O)NC1C (configuration not stated)
  Tb PGK inh: -3%
  GLS inh: -1%

Cn1c(CC(O)c2nc3ccccc3n2C)nc2ccccc21 (configuration not stated)
  Tb PGK inh: -7%
  GLS inh: -2%

CC1C(=O)N(Cc2cn(CC3CCCCC3)nn2)CCS(=O)(=O)N1Cc1ccc(-c2ccc(F)nc2)cc1 (configuration not stated)
  Tb PGK inh: 3%
  GLS inh: 12%

COCCn1c(SCC(=O)Nc2ccc3c(c2)OCCO3)nc2ccccc2c1=O
  Tb PGK inh: 6%
  GLS inh: 0%

COc1ccccc1-c1cc2nc(-c3ccccc3)cc(N3CCN(C(=O)c4ccoc4)CC3)n2n1
  Tb PGK inh: 0%
  GLS inh: 6%

CCN(CC)c1ccc(/C=N/NC(=O)c2nnn(-c3nonc3N)c2CN(C)C2CCCCC2)cc1
  Tb PGK inh: -4%
  GLS inh: 15%

CNS(=O)(=O)c1ccc2c(c1)[nH]c(=S)n2C
  Tb PGK inh: -1%
  GLS inh: 3%

Cc1ccc(S(=O)(=O)N2CCCCC2)cc1NC(=O)c1ccc(=O)[nH]c1
  Tb PGK inh: -23%
  GLS inh: -4%

Cc1ccc(S(=O)ONc2cccc(NOS(=O)c3ccc(C)cc3)c2)cc1 (configuration not stated)
  Tb PGK inh: -1%
  GLS inh: 12%

O=C(c1ncn2c1c(=O)[nH]c1ccccc12)N1CCc2ccccc2C1
  Tb PGK inh: -2%
  GLS inh: -7%

CNC(=O)C[C@@H]1C(=O)N(CCc2ccccc2)CC1(C)C
  Tb PGK inh: 0%
  GLS inh: -4%

CCN(c1ccccc1)S(=O)(=O)c1ccc(C(=O)N2CCN(c3ccccc3F)CC2)cc1
  Tb PGK inh: -6%
  GLS inh: -1%

C[C@H](CO)N1C[C@H](C)[C@H](CN(C)C(=O)Nc2ccc(F)cc2)OCc2ccccc2-c2c(n(C)c3ccccc23)C1=O
  Tb PGK inh: 1%
  GLS inh: -1%

C[C@H](CO)NC(=O)c1nc[nH]c1C(=O)N[C@H](C)c1ccccc1
  Tb PGK inh: i
  GLS inh: -6%

C[C@@H]1CN([C@H](C)CO)C(=O)CCCn2nncc2CO[C@H]1CN(C)C(=O)Cc1ccccc1
  Tb PGK inh: i
  GLS inh: -9%

CCc1ccc(/C=C2\SC(=S)N(CCCC(=O)N3CCN(C)CC3)C2=O)cc1
  Tb PGK inh: -11%
  GLS inh: 3%

C[C@@H]1CCCCO[C@H](CN(C)C(=O)Cc2ccccc2)[C@@H](C)CN([C@H](C)CO)C(=O)c2cc(NC(=O)Nc3ccccc3)ccc2O1
  Tb PGK inh: 0%
  GLS inh: -5%

C#CC(C)OCC1CNC(=S)O1 (configuration not stated)
  Tb PGK inh: i
  GLS inh: -1%

CC(=O)c1ccc(N2CCN(C(=O)COc3ccc4ccccc4c3)CC2)cc1
  Tb PGK inh: 9%
  GLS inh: 2%

C[C@@H]1CN([C@H](C)CO)C(=O)c2c(c3ccccc3n2C)-c2ccccc2CO[C@H]1CN(C)Cc1cccc(C(=O)O)c1
  Tb PGK inh: -5%
  GLS inh: -14%

CC(=O)c1ccc(OCC(=O)OCC(=O)c2ccc(S(=O)(=O)N3CCCCC3)cc2)cc1
  Tb PGK inh: 2%
  GLS inh: -4%

C[C@@H]1CN([C@@H](C)CO)C(=O)CCCn2nncc2CO[C@H]1CN(C)C(=O)Nc1ccccc1C(F)(F)F
  Tb PGK inh: -9%
  GLS inh: 1%

CCN(CC(=O)Nc1c(F)cccc1F)C(=O)c1ccc(OC)c(S(=O)(=O)NC2CCCC2)c1
  Tb PGK inh: 6%
  GLS inh: 3%

CCN(CC)C(=O)C1=C(C)N(CCCN2CCCC2=O)C(=O)C(CC(=O)NCCN2CCOCC2)C1 (configuration not stated)
  Tb PGK inh: -1%
  GLS inh: 2%

O=C(CC(CC(=O)c1ccccc1)c1ccco1)c1ccccc1
  Tb PGK inh: -7%
  GLS inh: -3%

Cc1ccc(-c2nc(SC(C)C(=O)NC3CC3)n[nH]2)cc1 (configuration not stated)
  Tb PGK inh: -3%
  GLS inh: 2%

C#CC1(NC(=S)Nc2cccc(OC)c2)CCCCC1
  Tb PGK inh: 7%
  GLS inh: 15%

COc1ccc(NC(=O)N(C)C[C@H]2OCc3cnnn3CCCC(=O)N([C@@H](C)CO)C[C@H]2C)cc1
  Tb PGK inh: -10%
  GLS inh: -3%

CN(Cc1ccco1)C(=O)c1cccc(S(=O)(=O)N2CCN(Cc3ccccc3)CC2)c1
  Tb PGK inh: -13%
  GLS inh: 3%

COc1ccc(-n2c(=O)c(CCC(=O)N3CCN(c4cccc(OC)c4)CC3)nc3ccccc32)cc1
  Tb PGK inh: -8%
  GLS inh: -1%

N#Cc1cnc(=S)n(-c2cc(C(F)(F)F)cc(C(F)(F)F)c2)c1N
  Tb PGK inh: -13%
  GLS inh: 0%

O=C(OCC(=O)N1CCCCCC1)c1cc(S(=O)(=O)N2CCOCC2)ccc1F
  Tb PGK inh: -3%
  GLS inh: -5%

COc1ccc(NC(=O)N(C)C[C@@H]2Oc3cc(Br)ccc3S(=O)(=O)N([C@H](C)CO)C[C@H]2C)cc1
  Tb PGK inh: -8%
  GLS inh: -2%

C[C@@H]1CN([C@@H](C)CO)C(=O)c2cc(NC(=O)c3ccncc3)ccc2O[C@@H](C)CCCCO[C@@H]1CN(C)C(=O)Cc1ccccc1
  Tb PGK inh: 0%
  GLS inh: -6%

COc1ccc(-c2cnc3c(c2)C(=O)N([C@H](C)CO)C[C@H](C)[C@H](CN(C)C(=O)Cc2cccnc2)O3)cc1
  Tb PGK inh: 5%
  GLS inh: -2%

O=C(c1ccccc1)c1ccc(N2CCN(C(=O)c3ccc(F)cc3F)CC2)c(F)c1
  Tb PGK inh: 0%
  GLS inh: -1%

O=C1NC(=O)C(c2ccccc2)(c2ccccc2)N1S(=O)(=O)c1ccccc1
  Tb PGK inh: 8%
  GLS inh: 12%

CC(Sc1nnc(-c2ccncc2)n1C)C(=O)NCC(=O)Nc1ccc(F)c(F)c1F (configuration not stated)
  Tb PGK inh: -8%
  GLS inh: 0%

O=[N+]([O-])c1cccnc1Nc1ccc(Cl)cc1
  Tb PGK inh: -9%
  GLS inh: -1%

COc1ccc(C(CNC(=O)c2ccc(OCc3csc(C)n3)cc2)N2CCCC2)cc1 (configuration not stated)
  Tb PGK inh: -4%
  GLS inh: 13%

Cc1ccc(CN2CCC[C@]3(N[C@H](c4ccc(C(F)(F)F)cc4)[C@@H]4C(=O)N(Cc5ccccc5)C(=O)[C@@H]43)C2=O)cc1
  Tb PGK inh: 6%
  GLS inh: -5%

CC1CCC(C(O)(C(=O)c2ccccc2)c2ccccc2)C(=O)C1 (configuration not stated)
  Tb PGK inh: -9%
  GLS inh: -9%

CC1=C(C(=O)N(C(C)C)C(C)C)CC(CC(=O)NCCN2CCOCC2)C(=O)N1Cc1ccccc1 (configuration not stated)
  Tb PGK inh: 3%
  GLS inh: -1%

O=c1[nH]c(CN2CCCCC2)ccc1O
  Tb PGK inh: -12%
  GLS inh: -6%

COCOCCn1cc(CN2CCS(=O)(=O)N(Cc3ccc(-c4cccc(CO)c4)cc3)C(C)C2=O)nn1 (configuration not stated)
  Tb PGK inh: 3%
  GLS inh: -3%

O=C(NC1CCCCC1)c1ccc2ccccc2c1
  Tb PGK inh: i
  GLS inh: -12%

COc1ccc(Cn2c(=O)oc3ccccc32)cc1OC
  Tb PGK inh: -1%
  GLS inh: 3%

Cc1cccc(NC(=O)CN2C(=O)C3CC=CCC3C2=O)c1C (configuration not stated)
  Tb PGK inh: 2%
  GLS inh: 11%

O=c1oc(-c2ccc(Cl)cc2[N+](=O)[O-])nc2ccccc12
  Tb PGK inh: -1%
  GLS inh: 5%

C[C@H](CO)N1C[C@H](C)[C@H](CN(C)C(=O)Nc2ccc3c(c2)OCCO3)OCc2cnnn2CCCC1=O
  Tb PGK inh: -2%
  GLS inh: 8%

CCOC(=O)N(C)C[C@@H]1OCc2cn(nn2)CCCC(=O)N([C@@H](C)CO)C[C@H]1C
  Tb PGK inh: -6%
  GLS inh: 0%

CC1CCCC(C)N1C(=O)COC(=O)CNS(=O)(=O)c1ccc2ccccc2c1 (configuration not stated)
  Tb PGK inh: -4%
  GLS inh: -9%

O=Cc1c[nH]c2ccc(S(=O)(=O)N3CCCCC3)cc12
  Tb PGK inh: i
  GLS inh: 0%

Cc1ccc(-c2csc3ncnc(N4CCN(S(=O)(=O)c5ccc(C#N)cc5)CC4)c23)cc1
  Tb PGK inh: -4%
  GLS inh: -1%

C[C@H](CO)N1C[C@H](C)[C@@H](CN(C)C(=O)CN2CCOCC2)Oc2ncc(-c3cncnc3)cc2C1=O
  Tb PGK inh: 5%
  GLS inh: -4%

CCOc1ccc(S(=O)(=O)N2CCOCC2)cc1NC(=O)CN1C(=O)NC(C)(C2CC2)C1=O (configuration not stated)
  Tb PGK inh: -10%
  GLS inh: -4%

COc1ccccc1CCNC(=O)C1CC(=O)N(c2ccccc2F)C1 (configuration not stated)
  Tb PGK inh: -8%
  GLS inh: -3%
